Screening data deposited in PubChem by National Center for Advancing Translational Sciences (NCATS).
p53ts 32C tox = kills p53ts cells at the permissive temperature. H1299-p53A138V at 32C, ATP luminescence viability, 24 h. Potency, µM (titrated, usually from 46.1 µM), inactives show at the highest dose activity change, negative = cytotoxicity, actives largely listed as cytotoxic. 0.93% of 130,000 active. AID 924;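 note: 0% = DMSO and -100% = full killing by reference compound; nearly all actives have a fitted effect of over 55% in size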
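H1299-p53 A138V cells (temperature-sensitive p53) exposed 24 h to up to 46 uM compound at 32C, where p53 is wild-type in conformation. Viability read as ATP luminescence and normalised to DMSO and 100 uM tamoxifen. AC50 fitted with the Hill equation.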
IkB sig inh = IkB pathway inhibition in ABC-DLBCL cells | Potency, µM (titrated, usually from 57.1 µM), without a hit: at the highest dose IkBa stabilization activation | ABC-DLBCL IkBa-CBG/CBR dual luciferase ratio, 4 h; response scale: scaled: untreated 0%, proteasome inhibitor 100% | 0.04% of 110,000 active; active = well fitted curve in the direction sought with a large enough effect in the signal ratio, not every such curve was filed as active; inconclusive = small, poorly fitted or top-dose-only effect, or a change in a side signal; the % refers to the signal ratio;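 note: the direction sought is a rising ratio; 0% = basal untreated cells and 100% = reference inhibitor full response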
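In this assay, an IκBα–CBG68 fusion accumulates when IKK-driven degradation is blocked; native CBR normalizes for cell number. OCI-Ly3 cells were treated 4 h with compound and doxycycline, then green and red light read after Chroma-Glo addition.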
Imprint erasure = genomic imprint erasure induction. mouse ES Peg3-LacZ reporter, beta-gal luminescence, 40 h. Potency, µM (highest dose often 60.7 µM), inactives show at the top dose activity change, positive = activation, actives largely listed as activators. 0.02% of 110,000 active;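 note: 0% = negative control wells on the plate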
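Each well holds 300 Peg3LacZ-Neo (maternal) female ES cells incubated 40 h at 37C, 5% CO2. LacZ is measured by BetaGlo luminescence, with AC50 and maximum efficacy derived from dose-response curves.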
p53ts 39C kill = cytotoxicity in p53ts cells at nonpermissive temperature; Potency, µM (highest dose often 46.1 µM), for the others: at the highest dose activity change, negative = cell killing, most hits filed as cytotoxic; H1299-p53A138V viability at 39C, ATP luminescence, 24 h; 1.5% of 130,000 active; AID 902; note: nearly all actives have a fitted effect of over 55% in size
The depositor's hits bear a star; u = inconclusive; x = not tested or not shown; [ ] = dose if it differs, or a comment. Unless noted, calls come from the whole dose curve; as a rule, active = well fitted curve in the direction sought with a large enough effect; inconclusive = small, poorly fitted or top-dose-only effect, or another doubt; inactive = no such curve, though single readings can be large; an effect the other way counts as inactive or inconclusive. Unless noted, % is set by controls: 0 for no effect and ±100 for the full control effect; potency is the fitted concentration of half-maximal effect.

Start of the data: the first three compounds, to show the layout:
Molecule,p53ts 32C tox,IkB sig inh,Imprint erasure,p53ts 39C kill
COc1ccc2c(Cl)c(-c3nnco3)sc2c1,-18%,-0.9%,-7%,-15%
CCOc1ccc(CNC(=O)c2cc(=O)[nH]c3ccc(S(=O)(=O)N4CCCC4)cc23)cc1,9%,1.5%,-12%[10.9 µM],-18%
COCCNC(=O)COc1ccc(Nc2ccccc2)cc1,5%,-0.2%,-15%,-5%

Main list, from the first entry:
Molecule,p53ts 32C tox,IkB sig inh,Imprint erasure,p53ts 39C kill
COc1ccc2c(Cl)c(-c3nnco3)sc2c1,-18%,-0.9%,-7%,-15%
CCOc1ccc(CNC(=O)c2cc(=O)[nH]c3ccc(S(=O)(=O)N4CCCC4)cc23)cc1,9%,1.5%,-12%[10.9 µM],-18%
COCCNC(=O)COc1ccc(Nc2ccccc2)cc1,5%,-0.2%,-15%,-5%
Cc1ccc(NC(=O)c2cc(-c3ccc(Br)s3)nc3ccccc23)cc1F,-4%,-2.2%,-6%[10.9 µM],-20%
O=C(NCc1ccco1)c1ccc(S(=O)(=O)N2CCCc3ccccc32)cc1,6%,u,-17%,-6%
COC(=O)c1c(-c2ccc(Cl)cc2)noc1N1CCN(c2cccc(C(F)(F)F)c2)CC1,-7%,u,-30%[inhibitor][10.9 µM],u
COc1ccc(-c2cc(C(=O)OC3CCOC3=O)c3ccccc3n2)cc1OC (stereo unspecified),-19%,0.3%,-11%,-26%
O=C(O)c1cc2nc(-c3ccc(F)cc3)cc(C(F)(F)F)n2n1,1%,-0.5%,1%,12%
CC(=O)Nc1ccc(N2CCN(C(C)=O)CC2)cc1,4%,-0.7%,9%,-9%
Cn1c(=O)n(C)c2cc(N3CCOCC3)c(NC(=O)c3ccc(C(C)(C)C)cc3)cc21,-2%,-0.3%,5%[10.9 µM],10%
COc1cc(C2c3c(n[nH]c3C)C(=O)N2c2ccc(C)cc2)ccc1O (stereo unspecified),10%,-2.7%,-1%,7%
CCc1cc2c(cc3c(=O)n(CC(=O)N4CCCCC4)nc(CC)n32)s1,5%,-0.5%,-6%[10.9 µM],-21%
Cc1ccc2c(CC(=O)Nc3ccc(S(=O)(=O)N4CCC(C)CC4)cc3)coc2c1,18%,-1.3%,-3%[10.9 µM],15%
O=S(=O)(NCC(c1cccnc1)N1CCN(c2ccc(F)cc2)CC1)c1cccs1 (stereo unspecified),0%,0.6%,-14%,-11%
COc1ccccc1NC(=O)C1=C(C)Nc2ncnn2C1c1sccc1C (stereo unspecified),3%,1.0%,-4%[10.9 µM],-10%
CCn1c(CSc2nc(C)cc(C)n2)nnc1SCC(=O)Nc1ccccc1,11%,-0.2%,3%,-3%
CN(C)c1oc(-c2ccc(OCc3ccc(Cl)cc3)cc2)nc1C#N,-7%,-1.1%,3%,-2%
CCOC(=O)c1cc2ccc(OC(=O)c3ccco3)cc2oc1=O,9%,6.9%,-89%[inhibitor],6%
Cc1cc(Nc2ccc(Br)cc2F)n2nc(C)nc2n1,3%,-0.9%,-12%,2%
Cc1ccc(-n2c(C)cc(C(=O)CSc3nncs3)c2C)cc1,13µM*,u,-28%,u
COc1ccc(CNC(=O)CCS(=O)(=O)c2ccc3c(c2)oc(=O)n3C)cc1,-6%,-1.4%,-7%[10.9 µM],12%
Cc1cc(C)n(-c2nc(SCC(=O)Nc3nccs3)c3c4c(sc3n2)COC(C)(C)C4)n1,4%,-0.5%,21%,8%
Cc1ccccc1CNC(=O)C(=O)NCC(c1ccco1)S(=O)(=O)c1cccs1 (stereo unspecified),-4%,-2.2%,20%[10.9 µM],10%
Cc1nc(N)sc1-c1csc(Nc2ccccn2)n1,-14%,u,-27%,-8%
CCc1ccccc1NC(=O)c1nc(-c2ccncc2)no1,12%,7.9%,-14%[10.9 µM],-3%
O=C(Cn1cc(C(=O)C2CCCCC2)c2ccccc21)Nc1ccccc1Cl,-10%,u,-10%[10.9 µM],-2%
COc1ccccc1OCCCn1c(=O)sc2ccccc21,-14%,0.1%,-5%,-19%
CC(=O)Nc1ccccc1-c1nc2ccccc2n(CC(=O)c2ccc(Br)cc2)c1=O,10%,3.4%,-2%[10.9 µM],-11%
Cc1c(C(Nc2ccccn2)c2ccc(Cl)cc2)c(=O)n(-c2ccccc2)n1C (stereo unspecified),-2%,0.0%,-18%,2%
Cc1ccc(C(=O)c2sc(Nc3ccc(F)cc3)c(C#N)c2N)cc1,5%,-2.5%,-7%[10.9 µM],15%
O=C(Nc1ccc(N=Nc2ccccc2)cc1)c1ccccc1Cl,-19%,x,x,-16%
CCOC(=O)c1cnc(-c2ccccc2)[nH]c1=O,-6%,-3.0%,-26%,-12%
c1ccc2c(c1)ccc1nnc(-c3ccc4c(c3)OCO4)n12,-1%,1.0%,-5%,-1%
CCOc1ccccc1NC(=O)Nc1ccccc1OCc1cc(=O)n2ccccc2n1,-8%,0.5%,-1%[10.9 µM],-18%
CCN1CCN(C(c2ccc(F)cc2)c2c(O)cc(C)n(CCOC)c2=O)CC1 (stereo unspecified),2%,1.7%,-13%[10.9 µM],29%
Cc1ccc(CN(C(=O)COc2ccccc2[N+](=O)[O-])c2ccccn2)o1,-5%,u,22%[10.9 µM],3%
O=C(NCCc1ccccc1)c1ccc(Cn2c(=O)c3cccn3c3cccnc32)cc1,2%,0.0%,13%[10.9 µM],-5%
CSc1cccc(NC(=O)C2CCCN2S(=O)(=O)c2ccc3c(c2)CCC(=O)N3)c1 (stereo unspecified),-6%,-0.9%,-9%,10%
COc1ccc(C)cc1S(=O)(=O)N1CCCCC1,2%,-1.0%,-3%,-2%
O=C1CCSC2(C(=O)N(Cc3ccc(F)cc3)c3ccccc32)N1c1ccc(F)c(F)c1 (stereo unspecified),0%,u,5%[10.9 µM],37%[activator]
CCc1ccc(NC(=O)CSc2nnc(CC)c(CC)n2)cc1,-7%,0.4%,-9%[10.9 µM],-17%
CCOC(=O)c1oc2ccc(S(=O)(=O)n3nc(-c4cc(OCC)c(OCC)c(OCC)c4)cc3N)cc2c1C,32%[activator],u,-13%[10.9 µM],15%
O=C(Cn1nc(-c2ccc(Cl)cc2)c2ccccc2c1=O)Nc1cccc(Br)c1,2%,9.3%,-7%[10.9 µM],-18%
COCCN(CCOC)c1nc(C)nc2c1nc(-c1ccccc1)n2CCN1CCCC1,6%,x,-11%,0%
CCOC(=O)C1CCN(C(c2ccccc2)c2c(O)cc(C)n(Cc3ccco3)c2=O)CC1 (stereo unspecified),3%,u,9%[10.9 µM],3%
Nc1c(C(=O)c2ccc(F)cc2)oc2ccccc12,5%,-0.4%,2%,4%
Cc1cn2c(=O)cc(COc3cccc(NC(=O)c4ccccc4C)c3)nc2s1,-8%,u,-11%[10.9 µM],-18%
C=CCSC1=C(C#N)C(c2ccccc2OCC)C(C#N)C(=O)N1 (stereo unspecified),-8%,-1.8%,-6%,-2%
CN(C(=O)CCc1nc(-c2ccccc2F)no1)c1ccc(Cl)cc1,9%,-1.1%,-12%[10.9 µM],5%
CCOC(=O)c1c(S(=O)(=O)N2CCN(c3cccc(C(F)(F)F)c3)CC2)c(C)n(C)c1C,1%,1.1%,29%[10.9 µM],6%

(continued)
Molecule,p53ts 32C tox,IkB sig inh,Imprint erasure,p53ts 39C kill
CCCCc1nc2ccccc2n2c(-c3ccc(C)cc3)c3c(=O)n(C)c(=O)n(C)c3c12,3%,u,-9%[10.9 µM],0%
O=C(Nc1ccc(F)cc1F)c1ccc2c(=O)n3c(nc2c1)CCCCC3,-26%,u,-13%[10.9 µM],-28%
COc1cc(C(=O)NCC(c2ccc(Cl)cc2)N2CCOCC2)cc(OC)c1OC (stereo unspecified),-8%,u,-10%[10.9 µM],u
Cc1nnc(NC(=O)CSc2nnc(-c3ccc(S(=O)(=O)N4CCCC4)cc3)n2C)s1,-6%,-0.8%,0%,5%
CCOc1ccccc1C1CC(=O)Oc2c1c(=O)n(C)c1ccccc21 (stereo unspecified),-1%,-0.6%,-15%[10.9 µM],20%
COC(=O)C1(C#N)C(c2ccccc2)C1(C(=O)OC)C(=O)OC (stereo unspecified),-8%,-1.3%,-1%,-4%
O=C(C1CN(S(=O)(=O)c2ccccc2)CCN1S(=O)(=O)c1ccccc1)N1CCCCCC1 (stereo unspecified),-3%,0.6%,-16%,1%
COc1ccccc1C(=O)n1nc(-c2ccccc2)nc1N,6%,1.5%,-17%,-4%
COc1ccc(NC(=O)c2ccc(-n3nc(C)c[n+]3[O-])cc2)cc1,-11%,-1.3%,-12%,-8%
OC(COCc1cccs1)CN1CCN(c2ccccc2Cl)CC1 (stereo unspecified),-1%,x,x,-6%
CCC1Oc2nc(SC)nnc2-c2ccccc2N1C(=O)c1ccccc1 (stereo unspecified),-1%,u,-8%,12%
O=C(c1ccco1)N1CCN(C(=O)C2CCCc3c2[nH]c2ccc(Cl)cc32)CC1 (stereo unspecified),u,u,-6%,-23%
O=C(NCc1ccccc1Cl)c1cc2c(s1)-c1ccc(Cl)cc1SC2,-9%,u,-6%[10.9 µM],-24%
CCn1c(=O)cc(OCC(=O)Nc2ccc(Cl)cn2)c2ccccc21,-19%,9.1%,-7%,-9%
Cc1ccccc1OCC(=O)OCc1cc(=O)n2nc(-c3cccs3)sc2n1,-8%,1.1%,-15%[10.9 µM],-20%
COc1ccccc1CC(NC(C)=O)C(=O)N1CCN(C(=O)Nc2ccccc2Cl)CC1 (stereo unspecified),6%,1.0%,0%,10%
COc1ccc(NC(=O)CN(C)S(=O)(=O)c2ccc3[nH]c4c(c3c2)CCCC4)cc1OC,2%,5.2%,-14%[10.9 µM],-21%
CC(=O)Oc1ccc(NC(=O)CCC2CCCCC2)c(C(=O)O)c1,-6%,x,x,-10%
CCOC(=O)c1ccc(NC(=O)c2nn(C)cc2Br)cc1,-29%,2.3%,-41%[inhibitor],u
Cc1ccc2nc(N3CCN(C(=O)C4COc5ccccc5O4)CC3)sc2c1 (stereo unspecified),u,u,-7%[10.9 µM],-24%
CCOC(=O)c1cc(CC)sc1NC(=O)CCC(=O)O,-3%,-1.1%,15%,2%
C=CCNC(=O)C1CCN(S(C)(=O)=O)CC1,-8%,3.6%,x,3%
Cc1cccc(NC(=O)c2ccc(S(=O)(=O)N(C)C)cc2)n1,1%,1.5%,-28%,-3%
Cc1cc(=O)cc(C)n1-c1ccccc1N1CCOCC1,3%,2.8%,-13%,3%
Cc1ccc(C(=O)O/N=C2\CC3CCC2(C)C3(C)C)cc1 (stereo unspecified),11%,x,x,29%

Whole records, looked up by structure. Order of values: p53ts 32C tox | IkB sig inh | Imprint erasure | p53ts 39C kill
CCC1Oc2nc(SC)nnc2-c2ccccc2N1C(=O)c1ccccc1 (stereo unspecified) as listed: -1% | u | -8% | 12%
OC(COCc1cccs1)CN1CCN(c2ccccc2Cl)CC1 (stereo unspecified) as listed: -1% | x | x | -6%
CC(=O)Oc1ccc(NC(=O)CCC2CCCCC2)c(C(=O)O)c1 as listed: -6% | x | x | -10%

(cont.)
Molecule,p53ts 32C tox,IkB sig inh,Imprint erasure,p53ts 39C kill
COc1ccc(CNC(=O)c2cc(-c3cccs3)nc3ccccc23)c(OC)c1,2%,u,-14%[10.9 µM],-11%
COC(=O)c1ccc(CSc2nc(-c3ccco3)cc(C(F)(F)F)n2)o1,-12%,u,-36%[inhibitor],-14%
O=C(NCC(=O)N1CCCC1C(=O)O)OC1CCCCC1 (stereo unspecified),-11%,2.5%,-3%,9%
CC1(C)CC(=O)C(/C=N/c2ncccc2C(=O)O)=C(O)C1,3%,-2.2%,4%,2%
Cc1cc(C)c2c(CN3CCN(Cc4ccc5c(c4)OCO5)CC3)cc(=O)oc2c1,-10%,1.6%,-15%,-5%
CCOc1ccc(/C=c2\sc3nc(-c4ccco4)nn3c2=O)cc1OCC,-21%,2.2%,4%,6%
